Screens (PubChem BioAssay)
Yp Topo-I inh: Y. pestis Topo-I inhibition via cleavage products | activity, % at 10 µM | Y. pestis Topo-I cleavage product accumulation, plate reader | 360,000 tested, 0.064% active; in the data active = activity above about 50%, passing the limit was not always enough; inconclusive = no clear call, values can overlap the other calls; note: inactives centre near 2
BoNT F protease: blocks Botulinum neurotoxin F light chain protease. AID 588497. inhibition, % at 10 µM. Multiplex microsphere protease cleavage assay, flow cytometry. 360,000 tested, 0.22% active; in the data active = inhibition above about 35%, passing the limit was not always enough; inconclusive = no clear call, values can overlap the other calls; note: plate controls were buffer without enzyme for full effect and enzyme alone for no effect
PfHsp40 rescue: restores yeast growth despite PfHsp40 toxicity. 340,000 tested, 0.68% active. growth rescue, % at 12.5 µM. S. cerevisiae expressing PfHsp40, growth rescue, ATP luminescence. AID 504582; in the data active = growth rescue above about 28%, passing the limit was not always enough; inconclusive = no clear call, values can overlap the other calls;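 note: yeast W303a lacking pdr1 and pdr3 grown in galactose medium; growth measured after three days at 30 °C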
PrPC TRFRET: reduces human prion protein on the cell surface; cell surface PrPC, TR-FRET read-out; inhibition, % at 13.8 µM; 370,000 tested, 0.43% active; AID 720596; in the data active = inhibition above about 24%; note: 0% = median of the test wells and 100% = reference compound wells
Anthrax LF prot: inhibitors of Bacillus anthracis lethal factor protease | P15917 | multiplex microsphere protease cleavage assay, LF | inhibition, % at 10 µM | 360,000 tested, 0.12% active; note: plate controls were buffer without enzyme for full effect and enzyme alone for no effect
BoNT-A LC inh2: blocks Botulinum neurotoxin A light chain protease; multiplex microsphere protease substrate cleavage, flow cytometry; inhibition, % at 10 µM; 360,000 tested, 0.17% active; note: plate controls were buffer without enzyme for full effect and enzyme alone for no effect
CCHF vOTU inh: CCHFV vOTU protease inhibition. 370,000 tested, 0.55% active. inhibition, % at 11.5 µM. AID 651958. Pep-AMC fluorescence; in the data active = inhibition above about 30%; note: 0% = vehicle wells with enzyme and 100% = no enzyme wells
FadD28 FP inh: blocks FadD28 binding to the bisubstrate probe. AID 588549. 360,000 tested, 0.22% active. inhibition, % at 12.5 µM. fluorescence polarization; in the data active = inhibition above about 8.5%, passing the limit was not always enough; inconclusive = no clear call, values can overlap the other calls
TcdB GH inh: blocks C. difficile toxin B glycohydrolase activity; P18177; TcdB glycohydrolase enzymatic assay, plate reader; inhibition, % at 9.99 µM; 350,000 tested, 0.24% active; in the data active = inhibition above about 10%
The depositor's hits bear a star; ? = inconclusive; / = not tested or not shown. Cut-off read from the data, not from the text of the source, unless noted: active = inhibition above about 30%; inconclusive = no clear call, values can overlap the other calls; inactive = below that.

SMILES | Yp Topo-I inh | BoNT F protease | PfHsp40 rescue | PrPC TRFRET | Anthrax LF prot | BoNT-A LC inh2 | CCHF vOTU inh | FadD28 FP inh | TcdB GH inh
COc1ccc(OC)c(CN2CCN(C(=O)Cc3ccccc3)CC2)c1 | 8 | -22 | -0.1 | 5 | -4 | -3.5 | 5 | -2.7 | 0.6
CCOc1ccc(C(=O)NC(C(=O)NCc2cccnc2)C(C)C)cc1 (stereo not given) | -3 | -2 | 0.7 | 2 | 1 | 0.8 | 3 | 0.4 | -0.8
CC(O)c1ccc(-n2cnnn2)cc1 (stereo not given) | -3 | -3 | 0.9 | 7 | -1 | -0.1 | 5 | -4.0 | -0.9
Cc1cc(=O)oc2c(C)c(OCC(=O)NCCN3CCOCC3)ccc12 | -2 | -2 | -0.6 | 1 | 2 | -0.2 | 0 | -1.7 | -3.3
CN(C)CCCOC(=O)c1ccc(Br)cc1 | -3 | 10 | -1.9 | -2 | -2 | -0.1 | 8 | -0.7 | /
Cc1cccc(-n2c(CNC(=O)c3ccccc3)nnc2SCC(=O)Nc2nccs2)c1 | 1 | -9 | -0.8 | 1 | -6 | -0.2 | 6 | -1.6 | -0.9
CC(C)(CNC(=O)CNC(=O)c1ccccc1F)N1CCOCC1 | 0 | 2 | 1.1 | -1 | -6 | 2.8 | 3 | / | -0.1
CCOC(=O)c1c(CN2CCOCC2)n(-c2ccccc2)c2cc(Br)c(OC)cc12 | 8 | -3 | 15 | 3 | -9 | -0.7 | 7 | -0.5 | /
CSc1nc2ccccc2c(=O)n1-c1cccnc1 | 6 | -7 | 9.3 | -1 | 0 | -0.1 | -16 | -3.0 | 0.1
CCN(CC)CCC(=O)NN | 2 | -1 | -0.6 | -2 | 1 | 0.3 | -2 | -3.6 | -0.9
CC1(C)Cc2cccc(OCC(=O)NCc3cccs3)c2O1 | 4 | 0 | -0.4 | -8 | 2 | -3.7 | -10 | -18 | 2.6
O=C(NC(=O)c1ccccc1O)c1ccc(C(F)(F)F)cc1 | -7 | ? | / | 4 | -1 | -4.7 | -4 | -1.2 | 1.2
COc1cccc(NC(=O)c2ccc(OC(F)(F)F)cc2)c1 | 4 | -4 | 0.5 | 10 | -5 | 0.1 | 1 | -1.8 | 1.4
CCOC(=O)Cn1nnnc1C(C(C)C)N(Cc1cc2c(C)cc(C)cc2[nH]c1=O)C1CCCC1 (stereo not given) | 27 | 6 | -0.6 | -5 | -10 | 0.6 | 6 | -2.2 | /
C/C(=C\C(=O)c1ccccc1)Nc1ccc(O)cc1 | 5 | -4 | 0.8 | -19 | -20 | -2.2 | 76* | -0.6 | /
COc1ccccc1C(=O)N(Cc1sccc1C)C1CCS(=O)(=O)C1 (stereo not given) | 6 | -1 | 0.8 | 0 | 0 | 1.5 | 7 | -1.3 | 2.0
C=CC(n1cncn1)C(O)(c1ccccc1)c1ccccc1 (stereo not given) | 6 | -5 | 146* | -3 | 0 | 0.0 | -4 | -0.6 | 0.5
O=C(O)CSc1nnc(-c2cccs2)n1-c1ccc(Cl)cc1 | -1 | 5 | 0.4 | 7 | -5 | -0.1 | -8 | -1.6 | /
Cc1ccc(N(C(=O)Cc2cccs2)C(C(=O)NC2CCCCC2)c2ccccn2)cc1C (stereo not given) | 9 | -6 | 0.6 | 3 | 1 | -1.8 | 23 | -1.7 | /
CCn1c(N)c(C(=O)NCc2ccco2)sc1=S | -11 | 0 | -0.8 | -15 | -8 | -2.7 | 2 | -0.3 | /

Further records
SMILES | Yp Topo-I inh | BoNT F protease | PfHsp40 rescue | PrPC TRFRET | Anthrax LF prot | BoNT-A LC inh2 | CCHF vOTU inh | FadD28 FP inh | TcdB GH inh
Cc1ccc(OCCNC(=O)c2ccccc2N)cc1 | -14 | 4 | -1.1 | 0 | -3 | 0.3 | -21 | 0.2 | 1.0
CC(=O)Nc1sc(/C(C#N)=C/c2ccc(Cl)c(Cl)c2)nc1-c1ccc(C)cc1 | 1 | 8 | -0.8 | -6 | 6 | 13 | 16 | -0.6 | 1.1
OCCNC(=S)Nc1cccc(Cl)c1Cl | -2 | / | -1.0 | -4 | / | / | -11 | -1.7 | 0.6
Cc1ccc(Cc2c(-c3ccc(Cl)cc3)nc3c4ccccc4ccn23)cc1 | / | -6 | / | -4 | 4 | 0.0 | 6 | / | -0.2
CC1(C)Cc2c(sc3c2c2ncnn2c2nnc(SCC(=O)NCc4ccco4)n32)CO1 | -8 | 6 | -0.5 | 7 | 2 | -0.3 | 4 | -3.5 | /
CCCCCCCCOC(=O)CCc1c(C)[nH]c(=S)[nH]c1=O | 35 | -5 | 0.1 | 3 | -2 | 0.9 | 5 | -2.9 | /
CCOc1ccc2nc(SCC(=O)NCc3ccc4c(c3)OCO4)[nH]c2c1 | 11 | 1 | -1.8 | 2 | -1 | -0.1 | 7 | -1.0 | /
CCOC(=O)C1(C)CCCCN1C(=O)c1ccnc(Cl)c1 (stereo not given) | -6 | 3 | / | 4 | -3 | -0.5 | -5 | -3.0 | 0.3
COc1cccc(C(=O)c2c(-c3ccccc3)ncc3cc(OC)c(OC)cc23)c1 | 13 | -1 | 1.6 | 19 | -4 | -0.1 | 15 | -6.0 | -11
COc1ccc(CCNC(=O)c2cc(C(C)C)on2)cc1OC | -3 | -9 | -0.2 | -2 | -7 | -1.1 | 21 | 0.0 | 1.9
CC(C)(C)C1CCc2c(sc3c2C(=O)NC(c2ccco2)N3)C1 (stereo not given) | 2 | 3 | -0.6 | 1 | -2 | 0.8 | -12 | -1.5 | 0.5
CN(C1CCCCC1)S(=O)(=O)c1ccc2[nH]c(=O)oc2c1 | 3 | 3 | -0.8 | -4 | -6 | -0.4 | -5 | -0.9 | -1.1
Cc1ccc(Cn2ncc3c(N4CCN(C)CC4)ncnc32)cc1 | 5 | -5 | 1.6 | -1 | -2 | -0.4 | 22 | -2.8 | 2.8
COc1ccccc1/C=C1/SC(=S)N(C(C)C(=O)NC2C=CS(=O)(=O)C2)C1=O (stereo not given) | 27 | -4 | -0.5 | 1 | 0 | 0.9 | 9 | -1.7 | 1.9
COc1ccc(Nc2nc(C)nc3c2oc2ccccc23)cc1 | -3 | -31 | 1.6 | 2 | -1 | -0.3 | -7 | -0.8 | 1.7
c1ccc(CCCCNCC2COc3ccccc3O2)cc1 (stereo not given) | 12 | -8 | 0.4 | 2 | -2 | -0.5 | 2 | -1.9 | -7.7
COc1cc(NC(=O)C2CCCCN2)ccc1OCC(C)C (stereo not given) | 1 | -4 | -0.2 | -6 | 2 | -0.4 | -1 | 2.0 | /
CC(C)[C@H](NC(=O)c1cc2cc(Cl)ccc2n1C)C(=O)N1CCC(C(=O)O)CC1 | 2 | 15 | -1.5 | 0 | 2 | 3.1 | -4 | / | 0.6
O=C(O)CC/C(=C\c1cc2c(cc1Br)OCO2)c1nc2ccccc2s1 | 10 | 14 | 0.7 | 3 | -15 | -1.1 | 18 | -8.0 | -9.6
CN=C1SC(CC(=O)Nc2cccc(C(F)(F)F)c2)C(=O)N1C (stereo not given) | 1 | -5 | 10 | 4 | -1 | -1.3 | -8 | -2.1 | /

Next part.
SMILES | Yp Topo-I inh | BoNT F protease | PfHsp40 rescue | PrPC TRFRET | Anthrax LF prot | BoNT-A LC inh2 | CCHF vOTU inh | FadD28 FP inh | TcdB GH inh
OC(COCc1cccs1)CN1CCCCCC1 (stereo not given) | 17 | -7 | 0.3 | -4 | 1 | 1.3 | -3 | -1.9 | /
O=C(N[C@H](Cc1ccc(Cl)cc1)C(=O)O)OCC1c2ccccc2-c2ccccc21 | 0 | -2 | -0.7 | -1 | -4 | 0.0 | 5 | 0.2 | 0.2
CCCC(=O)C1C(=O)NC(=O)NC1=O | 8 | -2 | -0.4 | 0 | -1 | 0.0 | 4 | 0.5 | /
O=C(Cc1ccccc1)NN1C(=O)C2C3C=CC(C4CC34)C2C1=O (stereo not given) | -3 | 4 | 0.2 | 0 | 4 | 0.6 | 2 | -2.6 | /
Cc1ccc(NC(=O)c2ccccc2NS(=O)(=O)c2ccc(F)cc2)cc1S(=O)(=O)N1CCCCC1 | 23 | -14 | -0.3 | 14 | 0 | -1.4 | -3 | -1.7 | 0.1
Cc1cccc(C)c1-n1nnnc1C(c1cccc2ccccc12)N1CCN(C/C=C/c2ccccc2)CC1 (stereo not given) | / | -7 | / | -7 | -4 | -0.2 | 5 | -1.2 | 0.5
O=C(CN1CCC(c2nc3ccccc3[nH]2)CC1)NCc1ccc2c(c1)OCO2 | 5 | -5 | -0.4 | -2 | -5 | 0.3 | -12 | -0.5 | /
O=C(O)c1cccc(NC(=O)c2ccc3c(c2)C(=O)N(c2ccccc2)C3=O)c1 | 7 | -5 | -1.5 | 8 | 0 | -1.5 | -5 | -4.1 | -0.5
C/C(CCc1ccco1)=N/NC(=O)CCC(=O)Nc1ccc(Br)cc1 | -4 | -1 | 0.3 | -1 | -2 | 0.2 | 1 | -4.0 | -0.3
Cc1ccc(S(=O)(=O)N2CCC(C(=O)Nc3nnc(-c4ccc(F)cc4)s3)CC2)cc1 | 1 | -2 | -0.1 | 5 | 1 | 0.4 | -17 | -0.5 | /
C(=NN1CCCCCC1)c1ccccc1 | -2 | -7 | -0.2 | 5 | -8 | -0.7 | -2 | -0.6 | 1.0
COc1ccc(-n2c(O)c(C(C)=NCc3ccco3)c(=O)[nH]c2=O)cc1 | 7 | 2 | -1.2 | 3 | ? | ? | 1 | -2.1 | /
CC(CC(=O)Nc1nc2ccccc2[nH]1)c1ccccc1 (stereo not given) | 3 | 6 | -0.5 | 10 | -5 | 0.2 | 6 | 0.4 | /
CCCCn1nnc(NC(=O)COc2ccc(Cl)c(C)c2)n1 | 8 | -6 | 0.1 | -3 | -6 | -5.9 | -14 | -0.7 | /
C#CCOCCOCCOCCNc1nc(N2CCN(C(=O)[C@H]([C@@H](C)CC)n3cc([C@@H](N)Cc4ccc(O)cc4)nn3)CC2)nc(N2CCN(C(=O)[C@H](Cc3ccc(O)cc3)n3cc([C@@H](N)CC(C)C)nn3)CC2)n1 | 4 | -34 | 1.4 | -4 | 0 | -0.5 | 6 | -2.4 | 0.7
CCN(CC)c1ccc(NC(=O)COc2ccccc2C#N)cc1S(=O)(=O)Nc1ccc(OC)cc1 | 3 | 1 | 0.4 | 10 | -2 | 0.1 | -12 | -1.4 | /
C[C@@H]1CN([C@@H](C)CO)C(=O)c2ccccc2-c2ccccc2CO[C@@H]1CN(C)S(=O)(=O)c1ccc(C(F)(F)F)cc1 | 30 | 1 | / | 1 | 3 | -0.4 | 14 | 2.1 | -1.1
COCCNC(=S)N/N=C(\C)c1ccc(OC)cc1 | 8 | -5 | 0.4 | 1 | -1 | -1.5 | 4 | -0.1 | 0.3
CCCCc1nc2cc(C(=O)N3CCC(OCCOC)CC3)ccc2o1 | 8 | -3 | 0.2 | 3 | 5 | 0.4 | 0 | 0.0 | -0.2
Cc1ccc(N(CC(=O)NC(C)(C)C)C(=O)CCC(=O)Nc2nccs2)c(C)c1 | 16 | -3 | -0.9 | 7 | -11 | -0.6 | -2 | 0.5 | 0.7
O=C1NC2(CCCCCC2)N=C1c1ccc(Br)cc1 | 4 | 3 | -0.9 | 7 | -14 | -0.4 | 10 | -1.3 | -1.1
COc1ccc(CCNS(=O)(=O)c2ccc3c(c2)NC(=O)CO3)cc1OC | -2 | -2 | -1.1 | 4 | -4 | 1.6 | 6 | / | 0.1
COc1ccc(C2C(C(N)=O)=C(C)Nc3nc(CCCO)nn32)cc1 (stereo not given) | 0 | 5 | 0.7 | 0 | -5 | -3.3 | -12 | -1.8 | -0.6

Structures above that have a cyano group:
SMILES | Yp Topo-I inh | BoNT F protease | PfHsp40 rescue | PrPC TRFRET | Anthrax LF prot | BoNT-A LC inh2 | CCHF vOTU inh | FadD28 FP inh | TcdB GH inh
CC(=O)Nc1sc(/C(C#N)=C/c2ccc(Cl)c(Cl)c2)nc1-c1ccc(C)cc1 | 1 | 8 | -0.8 | -6 | 6 | 13 | 16 | -0.6 | 1.1
CCN(CC)c1ccc(NC(=O)COc2ccccc2C#N)cc1S(=O)(=O)Nc1ccc(OC)cc1 | 3 | 1 | 0.4 | 10 | -2 | 0.1 | -12 | -1.4 | /
